CHT allo act: human CHT allosteric activation. Q9GZV3. CHT-expressing cells, membrane potential dye, choline EC20; hits give high values; LV-AA mutant CHT in HEK293 cells. B-score at 10 µM. 310,000 tested, 0.49% active. AID 488977;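 active means initial fluorescence not abnormally high and integrated response B-score, plate-corrected, over 3 SD above library mean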
Target sequence (Q9GZV3 whole entry, looked up): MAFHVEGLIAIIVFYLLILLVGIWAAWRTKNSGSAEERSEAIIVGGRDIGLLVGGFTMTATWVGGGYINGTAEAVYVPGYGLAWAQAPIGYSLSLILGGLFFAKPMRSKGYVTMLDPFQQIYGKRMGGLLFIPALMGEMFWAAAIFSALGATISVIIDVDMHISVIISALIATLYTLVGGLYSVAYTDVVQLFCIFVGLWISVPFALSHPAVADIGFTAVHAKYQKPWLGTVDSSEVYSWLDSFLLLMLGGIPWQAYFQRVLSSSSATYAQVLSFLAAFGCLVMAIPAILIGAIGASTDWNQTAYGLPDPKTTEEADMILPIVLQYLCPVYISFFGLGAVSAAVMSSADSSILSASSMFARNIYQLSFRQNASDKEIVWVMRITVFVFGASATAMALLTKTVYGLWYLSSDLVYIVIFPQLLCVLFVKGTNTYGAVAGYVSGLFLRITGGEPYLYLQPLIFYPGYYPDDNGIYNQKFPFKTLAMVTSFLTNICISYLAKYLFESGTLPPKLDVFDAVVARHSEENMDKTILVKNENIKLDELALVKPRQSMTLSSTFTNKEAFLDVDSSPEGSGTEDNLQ
OX1R antagonist: human HCRTR1 antagonism | O43613 | CHO/OX1R cells, Fluo-8 calcium fluorescence, orexin A | inhibition, % at 5 µM | 330,000 tested, 0.43% active | AID 434989;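 active means inhibition above its plate's threshold, mean inhibition of all tested compounds on the plate plus 3 SD, cut at about 37% in these data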;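 further: 0% = orexin A challenge wells and 100% = SB-334867-A antagonist wells; not every result past the cut was called active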
Target sequence (O43613 whole entry, looked up): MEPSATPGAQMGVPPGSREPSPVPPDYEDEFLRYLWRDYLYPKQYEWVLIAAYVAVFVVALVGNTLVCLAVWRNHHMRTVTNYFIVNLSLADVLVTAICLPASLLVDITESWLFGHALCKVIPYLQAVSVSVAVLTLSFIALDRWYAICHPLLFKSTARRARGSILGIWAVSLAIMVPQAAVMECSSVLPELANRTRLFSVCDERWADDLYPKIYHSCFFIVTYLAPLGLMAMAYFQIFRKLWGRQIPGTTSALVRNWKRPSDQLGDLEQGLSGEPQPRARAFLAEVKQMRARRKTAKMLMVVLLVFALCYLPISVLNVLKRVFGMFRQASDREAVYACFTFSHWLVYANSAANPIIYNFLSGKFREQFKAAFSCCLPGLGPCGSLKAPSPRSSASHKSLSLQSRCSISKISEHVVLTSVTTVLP
Active calls of the source: *; i = inactive; · = not tested or not shown. Compounds were not picked by outcome; any-hit rate near 0.8%.

Second line of a record: CHT allo act | OX1R antagonist
Cc1ccc(-c2nc(CS(=O)CC(=O)NC3CC3)c(C)o2)cc1 (centres undefined)
→ i | -1.4
CCCCC/C=C\C/C=C\C/C=C\CCCCC(=O)O
→ i | -10.8
Cc1cc(OCC(=O)N2CCC(O)(c3ccc(Cl)cc3)CC2)c2c(C)cc(=O)oc2c1
→ i | -33.6
O=C(CCC(=O)N1CCN(c2ccccn2)CC1)c1ccc(Cl)s1
→ · | -13.8
CC(=O)Nc1ccc(S(=O)(=O)NCc2ccc(C(=O)N3CCOCC3)cc2)cc1
→ i | 5.8
NC(=O)CNC(=O)[C@@H]1CC2(CC(c3ccc(Cl)cc3)=NO2)CN1C(=O)c1ccccc1 (some centres undefined)
→ i | 5.8
Cc1ccc(O)c(CNc2ccc(S(=O)(=O)Nc3nccs3)cc2)c1
→ i | -11.4
COC(C(=O)Nc1ccc(C(C)=O)cc1)c1ccccc1 (centres undefined)
→ i | -7.3
Clc1ccc2c(NCc3ccco3)ncnc2c1
→ i | 3.5
Cc1nnc(SCCCn2c(N3CCCCC3)nc3c2c(=O)[nH]c(=O)n3C)s1
→ i | -9.0
COCCCNC(=O)c1ccc(NC(C)=O)cc1
→ i | -9.9
Cc1ccccc1NC(=O)NC1CCCCC1C (centres undefined)
→ i | -12.3
CC(=O)c1cccc(NC(=O)C2CCCN(S(C)(=O)=O)C2)c1 (centres undefined)
→ i | -2.8
Cc1cccc(NS(=O)(=O)c2cc(Cl)ccc2Cl)n1
→ i | 6.2
Cc1cccc(OCC(=O)N2CCC3(CC2)CC(=O)c2ccccc2O3)c1
→ i | -23.0

Second line of a record: CHT allo act | OX1R antagonist
CSC(=NCc1ccc(F)cc1)NS(=O)(=O)c1cccs1
→ i | -8.1
COc1ccc(C(=O)c2sc3nc(-c4ccccc4)ccc3c2N)cc1
→ i | 23.3
CCC(C)NC(=O)/C=C/c1cccs1 (centres undefined)
→ i | -17.4
Cc1cc(NC(=O)Cn2cnc3c(nnn3-c3ccc(C)c(Cl)c3)c2=O)no1
→ i | -11.3
O=C(Nc1ccc([N+](=O)[O-])cc1)Nc1ccc(OC(F)F)c(Cl)c1
→ i | 84.2*
CCc1ccc(-c2cc(C(=O)NN3CCN(C)CC3)c3ccccc3n2)cc1
→ i | -17.0
COc1ccc(NC(=O)Nc2ccccc2SC)cc1OC
→ i | -15.2
CC1=C(N2CCN(c3ncccn3)CC2)CCC1=O
→ i | -4.4
COc1ccccc1N(CC(=O)NCc1ccccc1)C(=O)CCC(=O)Nc1nccs1
→ i | -28.0
CC1CC(C)(C)NC(=S)S1 (centres undefined)
→ i | 3.6
CCCc1cc(N2CCOCC2)n2ncc(-c3ccccc3)c2n1
→ i | ·
O=C(CN1CCCCCC1)Nc1ccc(Br)cn1
→ i | -19.7
O=C(c1cc(C2CC2)nn1-c1ccccc1)N1CCN(c2ncc(C(F)(F)F)cc2Cl)CC1
→ · | -20.3
CCCCc1ccc(NC(=O)COc2ccc(C(=O)Nc3ccccc3OC)cc2)cc1
→ i | 5.3
COCCN1C=C(C(=O)OC)C(c2ccccc2C(F)(F)F)C(C(=O)OC)=C1
→ i | -32.5

Second line of a record: CHT allo act | OX1R antagonist
Cc1cccc(NC(=O)CSCC(=O)N(C)CC(=O)Nc2cccc(F)c2)c1
→ i | -6.4
COc1cccc(NC(=O)CN(C)C(=O)/C=C/c2cc(OC)ccc2OC)c1
→ i | -15.0
Cc1ccc(C)c(N/N=C2\CCCNC2=O)c1
→ i | -3.8
CCc1ccc2c(CN3CCOCC3)cc(=O)oc2c1
→ i | 2.3
COc1cccc(SCC2CSc3nc4ccccc4c(=O)n32)c1 (centres undefined)
→ i | -10.4
Cc1[nH]c2ccccc2c1/C=N/NS(=O)(=O)c1ccccc1
→ i | -11.0
O=C(CN1CCN(C(C(=O)Nc2ccc(Cl)cc2C(F)(F)F)c2ccccc2)CC1)NC1CC1 (centres undefined)
→ · | -23.0
COc1ccc([N+](=O)[O-])cc1N(CC(=O)NCc1ccco1)S(C)(=O)=O
→ i | -12.6
Cc1ccc(CN2CCCNC2=O)cc1
→ i | -8.1
c1ccc(Cn2cc(CNc3ccccc3)nn2)cc1
→ i | -17.6
CCn1cnc2c(cnn2-c2ccccc2)c1=O
→ i | -1.2
COc1ccccc1N(Cc1cc(=O)[nH]c2ccccc12)C(=O)c1ccccc1
→ i | -39.8
Nc1c(C(=O)CSc2nnc(-c3ccccc3)o2)c(=O)[nH]c(=O)n1C1CC1
→ · | 7.7
CC1CCCCC1NC(=O)Cn1nc(-c2ccccc2)ccc1=O (centres undefined)
→ i | 0.9
CCCSc1nc(N2CCCC2)c2c(c1C#N)CC(C)(C)OC2
→ i | -7.3

Second line of a record: CHT allo act | OX1R antagonist
CC(C)CN(C(=O)CCCSc1nc2ccccc2[nH]1)c1c(N)n(Cc2ccccc2)c(=O)[nH]c1=O
→ i | -4.2
CC1CCCN(CCCNC(=O)C2CCN(S(=O)(=O)N3CCC4(CC3)OCCO4)CC2)C1 (centres undefined)
→ i | -12.7
CC1CCc2sc(C(=O)OCC(=O)NC(N)=O)cc2C1 (centres undefined)
→ i | -7.2
N#CCCNc1c(Cl)cc(Cl)cc1C(=O)O
→ i | 0.7
COc1ccc(CC(=O)OCC(=O)NC2CC2)cc1
→ · | -1.9
CC1(C)Cc2c(cnn2-c2ccccc2)C(NC(=O)CCc2ccncc2)C1 (centres undefined)
→ i | -49.9
CC(C)(C)Nc1c([N+](=O)[O-])c(=O)sc2ccccc12
→ i | -7.3
O=C(COC(=O)/C=C/c1ccc([N+](=O)[O-])cc1)NCc1ccc2c(c1)OCO2
→ i | -1.6
CCC1(O)c2ccccc2-c2ncccc21 (centres undefined)
→ i | -17.9
Cn1ccsc1=NC(=O)c1cccc(C#N)c1
→ i | -6.1
CCCc1cc(C(=O)NCc2cccnc2)no1
→ i | -12.3
Cc1cccc(NC(=O)c2nc[nH]c2C(=O)Nc2cccc(C)c2)c1
→ i | -8.8
CC(=O)Nc1ccccc1C(=O)C(=O)Nc1ccc(F)c(Cl)c1
→ i | -20.0
O=C1CSC(=Nc2ccc(O)cc2)N1
→ i | -1.2
O=C1NCCC/C1=N/Nc1cc(F)ccc1F
→ i | -8.5

Second line of a record: CHT allo act | OX1R antagonist
O=C(Cn1cnc2ccccc21)N1CCc2ccccc21
→ i | 1.7
COc1cccc(CN2CCN(C(=O)c3ccco3)CC2)c1OC
→ i | -5.7
Cc1cccc(NC(=O)Cn2nnc(-c3ccc(CN4CCCC4)cc3)n2)c1C
→ i | -31.5
CCCCS/C(=C(/C#N)C(N)=O)c1cc2c([nH]1)CCCC2
→ i | -32.8
Cc1ccc(NC(=O)CCN2CCC(Cc3ccccc3)CC2)cc1
→ i | -18.2
CCOC(=O)c1ccc(NC(=O)C(=O)NCc2ccccn2)cc1
→ i | -2.7
CC(C)c1ccc2oc(=O)cc(CN3CCN(c4ccccc4)CC3)c2c1
→ i | -21.9
Cc1ccccc1NC(=S)N=Nc1c(O)n(C)c2ccc(S(=O)(=O)N3CCOCC3)cc12
→ i | -10.3
CCOC(=O)c1cnc(/N=C/N(C)C)s1
→ i | 8.7
COc1ccc(-c2csc(/C(C#N)=C\c3ccc(OC)c([N+](=O)[O-])c3)n2)cc1
→ i | -11.1
Cc1ccc2c(CC(=O)NCC(C)(C)N3CCOCC3)coc2c1
→ i | -29.2
Cc1nn(-c2cccc(Cl)c2)c2c1C(c1ccncc1)C(C#N)=C(N)O2 (centres undefined)
→ i | -10.6
CC(C)(C)C1=Nn2c(nnc2C2CCCCC2)SC1
→ i | -5.4
Cc1ccc(NC(=O)CN2C(=O)S/C(=C\c3ccccn3)C2=O)cc1C
→ i | ·
CCc1cc2c(=O)c(-c3nc4ccccc4[nH]3)coc2c(CN2CCCCC2)c1O
→ i | -29.2

By substructure, the entries above containing a COOH group
Second line of a record: CHT allo act | OX1R antagonist
CCCCC/C=C\C/C=C\C/C=C\CCCCC(=O)O
→ i | -10.8
N#CCCNc1c(Cl)cc(Cl)cc1C(=O)O
→ i | 0.7

The listing continues.
Second line of a record: CHT allo act | OX1R antagonist
CC(=O)c1cccc(N=c2scc(-c3ccc(S(=O)(=O)N4CCOCC4)cc3)n2CCO)c1
→ i | 25.2
O=C(O)c1cccc(-c2noc(-c3cccc(Cl)c3)n2)c1
→ · | -9.0
CCC1(c2ccccc2)NC(=O)N(CC(=O)Nc2cc(Cl)ccc2N2CCOCC2)C1=O (centres undefined)
→ i | 3.8
CCOc1cccc(-n2nnnc2-c2ccc(OC)cc2)c1
→ i | -23.8
Cc1cc(=O)[nH]c(SC(C)C(=O)Nc2cccc3ccccc23)n1 (centres undefined)
→ i | -25.4
Cc1ccsc1/C=N/NC(=O)Cc1ccc([N+](=O)[O-])cc1
→ i | -3.0
CCS(=O)(=O)N1CCCC(C(=O)NCCCN2CCCC2=O)C1 (centres undefined)
→ i | -5.4
CCCc1nc(SC)[nH]c(=O)c1C
→ i | -13.3
CCOC(=O)CSCC(=O)Nc1cc(C)ccc1C
→ i | -11.7
COc1cc(C2C3CN(C)CC=C3C(C#N)=C(N)C2(C#N)C#N)ccc1OC(C)C (centres undefined)
→ i | -11.8
COc1ccccc1NCCC#N
→ i | -9.6
O=C(O)c1cnn(-c2nc(-c3cccc([N+](=O)[O-])c3)cs2)c1C(F)(F)F
→ i | -22.3
O=C(NCCc1nc2ccccc2[nH]1)/C(=C/c1ccc2c(c1)OCO2)NC(=O)c1ccccc1Cl
→ i | -16.7
Cc1cc(C(F)F)nn1CC(=O)NCc1ccccc1F
→ i | -4.6
COc1ccc(C(=O)N(Cc2ccccc2)Cc2cc3cc4c(cc3[nH]c2=O)OCCO4)cc1
→ i | 3.3

Second line of a record: CHT allo act | OX1R antagonist
COc1ccc2c(c1)CCC/C2=N/OC(=O)c1ccccc1OC
→ i | -13.4
O=C(Cn1c(CN2CCCCC2)nc2ccccc2c1=O)NC1CCCCC1
→ i | -16.2
C=CCC[C@H](Cc1ccc(F)cc1)C(=O)OC[C@H](C)NC(=O)[C@H](CC=C)CC(=O)NCCO
→ · | -14.1
Cc1cccc[n+]1CC(=O)c1ccccc1
→ i | -16.8
Cc1ccc(NC(=O)c2nc(S(=O)(=O)Cc3ccccc3C)ncc2Cl)cc1C
→ i | 25.2
CCOC(=O)c1c(NC(=O)CSc2nnc(-c3ccccc3C)n2C)sc(C(C)=O)c1C
→ i | -15.2
COC(=O)C1CCN(c2cc(=O)n(C3CCCCC3)c(=O)[nH]2)CC1
→ i | -9.7
Cc1ccc(C(=O)CSc2nc3ccccc3c(=O)[nH]2)cc1C
→ i | -8.3
O=C(CNC(=O)C12CC3CC(CC(C3)C1)C2)NC1=NCCS1
→ i | -20.0
O=C(COC(=O)c1ccc(Cl)nc1)Nc1c(Cl)cccc1C(F)(F)F
→ i | -14.0
COCCNC(=O)C(OC(=O)c1nsc(Cl)c1Cl)C(C)C (centres undefined)
→ i | -17.7
Cc1nnc2n1N=C(c1ccc(F)cc1F)CS2
→ · | 3.3
CC(C)(C)C1=C(C#N)C(c2cccnc2)C(C#N)=C(N)O1 (centres undefined)
→ i | -12.9
Cc1nccc2[nH]c(=O)c(C(=O)NC3CCCCC3C)cc12 (centres undefined)
→ i | -32.0
CCOC(=O)C1C(=O)CC(C)(O)C(C(=O)OCC)C1c1ccc(SC)cc1 (centres undefined)
→ i | -18.6

Second line of a record: CHT allo act | OX1R antagonist
Cc1c(C#N)c(N=CN(C)C)c(C(=O)c2ccccc2)n1-c1ccc(Br)cc1
→ i | -25.4
O=C(COC(=O)CSCC(=O)N1CCCCC1)NCc1ccc(F)cc1
→ i | -9.2
Cc1nc(SCC(=O)Nc2ccc(Cl)cc2[N+](=O)[O-])nc(C)c1C
→ i | -27.8
C=C(C)c1cccc(C(C)(C)NC(=O)N2CCC(C)CC2)c1
→ i | -6.2
COc1cc(C(CC(=O)Nc2ccccn2)N2Cc3ccccc3C2=O)cc(OC)c1OC (centres undefined)
→ i | -10.6
Cn1c(SCc2nc(-c3cccs3)no2)nnc1C1CCCCC1
→ i | -13.5
Cc1ccc(-c2nnc(Nc3ccc(CC(N)=O)cc3)c3ccccc23)cc1
→ i | -33.1
CCOC(=O)c1ccccc1NC(=O)c1cccnc1
→ i | -16.8
COc1ccccc1NC(=O)CC(NCCN(C)C)C(=O)O (centres undefined)
→ i | 2.7
O=C(c1cccs1)N1CCc2ccccc21
→ i | -21.5
COc1ccc(CCC(=O)NNC(=O)c2cccs2)cc1
→ · | -15.1
CC(C)C(NC(=O)c1ccc([N+](=O)[O-])cc1Cl)C(=O)N1CCCC1 (centres undefined)
→ i | -8.5
CC(C)CN1CCC(C(=O)N2CCN(c3ccccc3F)CC2)CC1
→ i | 1.5
O=C(CSc1nnc(-c2ccco2)o1)Nc1ccccc1Cl
→ i | -4.0
Cc1cc(=O)oc2c(CN(C)Cc3ccccc3)c(O)ccc12
→ i | -22.0

Full records from above:
Entry for CC(C)CN1CCC(C(=O)N2CCN(c3ccccc3F)CC2)CC1 = CHT allo act = i; OX1R antagonist = 1.5
Entry for O=C(c1cccs1)N1CCc2ccccc21 = CHT allo act = i; OX1R antagonist = -21.5

Additional entries follow.
Second line of a record: CHT allo act | OX1R antagonist
Cc1c(NS(=O)(=O)c2cccc3nsnc23)c(=O)n(-c2ccccc2)n1C
→ i | -12.1
Cc1cc(N(C)/N=C/c2ccccc2)nc(-c2ccccc2O)n1
→ i | -2.5
O=C(CN1C(=O)c2ccccc2C1=O)N1CCN(c2ccccn2)CC1
→ i | -2.5
CCOC(=O)c1c(C)[nH]c(C(=O)OCC(=O)NCc2ccc(C)cc2)c1C
→ · | -26.6
c1ccc(C2=Nn3c(nnc3-c3cc(-c4ccccc4)n[nH]3)SC2)cc1
→ i | -10.3
O=C1CC(=C2c3ccccc3-c3ccccc32)C(=O)N1CCN1CCN(c2ccccc2)CC1
→ i | -23.1
CCOc1ccccc1NC(=O)c1cnccn1
→ i | -6.0
Cc1ccc(S(=O)(=O)NCC(=O)OCCOc2ccccc2F)cc1
→ · | 3.8
CC(C)(C)c1ccc(C(=O)NC(Cc2ccccc2)C(=O)O)cc1 (centres undefined)
→ i | -3.9
NNC(=O)CN1C(=O)Nc2ccc(Cl)cc2C1c1ccccc1 (centres undefined)
→ i | -35.3
